High-throughput results as filed in PubChem.
MT stabilize HCS: stabilizes microtubules in HeLa cells; HeLa tubulin immunostaining HCS, 24 h; share of cells brighter than vehicle mean+2SD; % tubulin-high responders, % at 10 µM; actives 0.83% (n = 200,000); AID 2205;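 active means plate Z-score above 3 for both tubulin-high and condensed-nucleus cell shares, with cell loss under 80%, at 10 µM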;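 further: anti alpha tubulin signal scored within the nucleus-defined area of each cell; some results filed as inactive read as strong as hits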
Autophagy HCS: alters autophagy in cells; AID 463193; calls only at 10 µM (by protocol); actives 0.98% (n = 190,000); MEF GFP-LC3 puncta imaging; test concentration mostly 10 µM;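 active means percentage of spot-positive cells more than 3 SD above its plate mean, without a fluorescence outlier flag or 80% toxicity; inconclusive means no clear call, values can overlap the other calls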;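 further: spot-positive cell cutoff set from DMSO-treated cells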
bCat nuc transl: alters nuclear translocation of beta-catenin in HeLa cells; immunofluorescence imaging; nuclear translocation activity, % at 5 µM; actives 0.3% (n = 190,000); AID 1665;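 active means nuclear translocation activity above 50% at 5 µM, with a well cell count of 50 or more; inconclusive means wells under 50 cells across six images, flagged as toxic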;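 further: per-cell ratio of nuclear to cytoplasmic median beta-catenin stain intensity; plate controls were DMSO negative control for no effect and GSK-3 inhibitor IX positive control for full effect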
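Assay system: human HeLa cells, native beta-catenin; doses: 5 µM primary, 0.02–20 µM confirmation; incubation: compound treatment 24 h, 37°C, 5% CO2; technique: fluorescence imaging of beta-catenin antibody stain plus DAPI; measure: % activation, nuclear-to-cytoplasmic median beta-catenin signal ratio per cell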
Yfh1-depleted yeast: mitochondrial function rescue without frataxin homolog – Friedreich's ataxia, plus single-dose screen, dose response (AID 1465) | fold induction at 50 µM; hits with a dose series show EC50 in µM | actives 0.074% (n = 220,000) | S. cerevisiae Yfh1-off respiration, WST-1 reduction, 72 h; higher fold induction means a stronger effect;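 active means fold induction of absorbance versus untreated yeast above a set limit, then at least 30% activation at any dose in follow-up; inconclusive means repeats straddling the limit, or above it without dose testing; inactive means fold induction below the set limit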;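 further: activators that raise dye reduction in frataxin-depleted yeast; strong numbers were not always called active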
Dynein cargo inh: blocks dynein driven cargo transport along microtubules. 3617.4 mouse cells, GR-EGFP nuclear translocation imaging; test concentration mostly 20 µM; stimulated with dexamethasone, 1 µM; hits give low values. z-score, hits read low. actives 0.47% (n = 220,000). AID 1381;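 active means plate z-score of nuclear minus cytoplasmic receptor signal below a set negative limit, without overly bright fluorescence or cell loss, cut at about -3.5 in these data, passing the limit was not always enough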;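 further: z-score of nuclear minus cytoplasmic ring GR-EGFP intensity difference per well; some compounds called inactive have numbers as strong as hits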
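Buffer or medium: tetracycline-free induction medium containing charcoal-stripped FBS / Reagent: dexamethasone agonist, 1.0 µM final, for 30 min / Technique: automated 10x imaging of fixed Hoechst-stained cells / Times: induction 48 h, compound 1 h, agonist 30 min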
HIV fusion peptide: cell-free HIV fusion peptide-binding blockers – biochemical, uHTS, fluorescence dequenching, primary screen (AID 1986). cell-free peptide binding, fluorescence dequenching, 30 min; higher % means a stronger effect. one-dose inhibition, % at 20 µM; IC50 in µM for titrated hits. actives 0.3% (n = 290,000); in the data active means inhibition mostly above about 52%, no sharp cut-off; inactive means mostly below about 76%; further: some results filed as inactive read as strong as hits
WT yeast gro inh: growth inhibition of WT yeast, mitochondrial fusion screen. AID 1362. mitochondrial fusion phenotypic screen, WT strain. inhibition, % at 10 µM. actives 2.1% (n = 190,000); in the data active means inhibition above about 58%; tested in S. cerevisiae
Insulin prom up: MIN6 insulin promoter up-regulation; MIN6 insulin promoter-GFP reporter, high-content imaging; hits give high values; z-score at 5 µM; actives 0.3% (n = 190,000);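 active means z-score above 3 at 5 µM with at least 500 cells counted in the well; inconclusive means wells under 500 cells, flagged as cytotoxic or low count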
AID2073: inhibitors of Mint1-CaV2.2 protein interaction, biochemical, HTRF (AID 2073); inhibition, % at 20 µM; hits with a dose series show IC50 in µM; HTRF protein-protein interaction, Mint1-CaV2.2; higher % means a stronger effect; actives 0.19% (n = 290,000); in the data active means inhibition mostly above about 51%, no sharp cut-off; inconclusive means no clear call, values can overlap the other calls; inactive means mostly below about 53%; further: some results filed as inactive read as strong as hits
WT yeast gro inh mutant strain: second read-out of WT yeast gro inh, no call of its own (marks repeat the call); inhibition, %; mitochondrial fusion phenotypic screen, mutant strain inhibition
Dynein cargo inh cytoplasmic EGFP: further read-out of Dynein cargo inh, marked with its call; z-score; measured here: cytoplasmic GR-EGFP intensity; hits give high values
Dynein cargo inh nuclear GR-EGFP: recorded beside Dynein cargo inh, whose call it bears; z-score; measured here: nuclear GR-EGFP intensity;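 lower value marks the stronger effect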
Dynein cargo inh cell count: recorded beside Dynein cargo inh, whose call it bears; z-score; measured here: cell count per field
Insulin prom up cell count: further read-out of Insulin prom up, marked with its call; cell count; measured here: cytotoxicity, nuclei count;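 total cells summed across four imaged fields per well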
bCat nuc transl cell count 5 µM: second read-out of bCat nuc transl, no call of its own (marks repeat the call); cell count; measured here: cell count, cytotoxicity flag
MT stabilize HCS Hoechst-high %: recorded beside MT stabilize HCS, whose call it bears; % Hoechst-high responders; measured here: nuclear condensation Hoechst responders;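 share of cells brighter than vehicle mean plus two SD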
MT stabilize HCS cytotoxicity %: also measured in MT stabilize HCS; calls as there; toxicity, %; measured here: cytotoxicity by cell density;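 0% = mean cell density of plate MIN control wells and 100% = no cells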
Autophagy HCS cell loss 18 h: recorded beside Autophagy HCS, whose call it bears; toxicity, %; measured here: cell loss, nuclei count;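 cell loss after 18 h compound exposure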
Active calls of the source: *; i = inactive; u = inconclusive; x = not tested or not shown; + = active, no number.

Results follow in this order: Insulin prom up cell count | Autophagy HCS | Insulin prom up | Dynein cargo inh cytoplasmic EGFP | Autophagy HCS cell loss 18 h | Dynein cargo inh | bCat nuc transl | AID2073 | WT yeast gro inh mutant strain | MT stabilize HCS Hoechst-high % | MT stabilize HCS | Dynein cargo inh nuclear GR-EGFP | Dynein cargo inh cell count | WT yeast gro inh | HIV fusion peptide | Yfh1-depleted yeast | bCat nuc transl cell count 5 µM | MT stabilize HCS cytotoxicity %
1. Cc1ccc(Sc2sc(=O)n(C)c2S(=O)(=O)c2ccc(C)cc2)cc1
 : 1213 | i | -0.78 | 0.771 | -3.8 | -1.32 | -0.6 | -13.4% | 4.8 | 2.6 | 2.8 | -0.761 | -0.603 | 19.6 | 0.6% | i | 1130 | 3.0
2. c1ccc(Nc2ccc3c4c(cccc24)CC3)cc1
 : x | i | x | 0.437 | 5.9 | -0.087 | 0.4 | 8.5% | 13.3 | 1.8 | 3.6 | 0.365 | -0.575 | 17.7 | 1.0% | i | 1141 | 3.4
3. COc1ccccc1N1CCN(CC(=O)Nc2ccc(Cl)c(C(F)(F)F)c2)CC1
 : 735 | i | -0.9 | -0.181 | -18.3 | -0.608 | -1.3 | 10.9% | 5.1* | 1.6 | 2.0 | 0.523 | -0.124 | 58.0* | 1.8% | i | 1155 | 9.2
4. CCOC(=O)Nc1ccc(S(=O)(=O)Nc2nccc(C)n2)cc1
 : x | i | x | -0.102 | -4.3 | -0.334 | x | -2.8% | 5.2 | 27.4 | 8.9 | 0.351 | 1.43 | -11.3 | 5.2% | i | x | 96.9
5. CCc1ccc(Oc2cc(Cl)nc(N)n2)cc1
 : 2226 | i | 0.12 | -0.324 | -5.8 | -0.637 | 0.0 | -12.7% | -5.2 | 3.6 | 2.1 | -0.658 | 0.693 | -5.9 | -0.4% | i | 903 | 5.9
6. CCn1c(SCC(=O)Nc2ccc(C(C)=O)cc2)nc2nc3c(cc2c1=O)CCCC3
 : 1789 | i | -0.69 | -0.339 | 10.2 | 2.54 | -1.5 | 7.8% | -10.7 | 2.2 | 2.9 | 0.953 | -0.641 | -14.2 | -0.6% | i | 1069 | 3.6
7. COc1ccccc1-n1c(COc2ccccc2-c2ccccc2)nnc1SCC(=O)c1c(N)n(C)c(=O)n(C)c1=O
 : 1305 | i | 0.01 | -0.281 | -4.8 | -0.544 | -3.2 | -2.9% | 0.9 | 3.0 | 2.9 | -0.282 | 0.284 | -0.1 | -3.8% | i | 470 | 8.4
8. CCOC(=O)/C(=N\Nc1ccc(C(C)=O)cc1)c1csc(Nc2ccccc2)n1
 : 1096 | + | -0.88 | -0.292 | -17.6* | -0.702 | 7.0 | u | -10.8 | 3.3 | 1.3 | -0.631 | 0.608 | 0.4 | 9.8% | i | 432 | 3.8
9. NS(=O)(=O)c1ccc(N/N=C/c2ccccc2Br)cc1
 : 1485 | i | -0.33 | -0.196 | 2.5 | -0.716 | 0.5 | -3.8% | -28.4 | 1.8 | 1.8 | -0.412 | 0.104 | -12.4 | 1.9% | i | 1104 | 6.5
10. O=C(CCn1c2c(c3ccccc31)CCCC2)NNC(=O)c1ccccc1Cl
 : 1384 | i | -0.84 | -0.15 | 8.4 | -0.491 | 0.0 | -0.2% | -1.0 | 2.4 | 3.6 | -0.493 | 0.221 | 13.4 | -0.9% | i | 1097 | 6.6
11. OCCC1CN(Cc2cccs2)CCN1Cc1ccccc1 (stereo not drawn)
 : 1487 | i | 0.61 | -0.192 | -10.7 | -0.483 | -0.5 | 14.9% | 11.0 | 1.7 | 2.1 | -0.362 | -0.0709 | 9.7 | 0.6% | i | 1079 | 7.4
12. CN(C)c1oc(-c2ccccc2Cl)nc1S(=O)(=O)c1ccccc1
 : 773 | i | -0.73 | -0.214 | 10.1 | -0.768 | x | 7.1% | 9.9 | 3.3 | 4.5 | -0.316 | -0.00204 | 17.9 | 0.9% | i | x | 5.5
13. CC(SCC(=O)O)c1nc2ccccc2[nH]1 (stereo not drawn)
 : 928 | x | -0.07 | 0.413 | x | 1.02 | 2.4 | 5.5% | x | x | x | 1.11 | -1.39 | x | 0.5% | i | 1353 | x
14. COc1ccc(NC(=O)Cc2nnc(SCC(=O)Nc3cc(C)ccc3OC)n2C)cc1
 : 1250 | i | -0.07 | 0.0788 | 0.8 | 0.752 | -5.0 | -0.3% | 4.4 | 1.6 | 2.4 | 0.634 | -0.209 | 5.3 | 2.1% | i | 1143 | 6.6
15. O=c1ccc(Oc2nc(N3CCOCC3)nc(N3CCOCC3)n2)nn1-c1ccccc1
 : x | i | x | 0.0548 | -11.0 | 0.84 | -4.8 | 2.0% | 0.6 | 2.2 | 2.3 | 0.938 | -0.698 | -13.3 | -1.5% | i | 1167 | 9.8

Results in sequence from the entries so far:
bCat nuc transl, compounds 5–13 → 0.0, -1.5, -3.2, 7.0, 0.5, 0.0, -0.5, x, 2.4

(listing goes on)
Results follow in this order: Insulin prom up cell count | Autophagy HCS | Insulin prom up | Dynein cargo inh cytoplasmic EGFP | Autophagy HCS cell loss 18 h | Dynein cargo inh | bCat nuc transl | AID2073 | WT yeast gro inh mutant strain | MT stabilize HCS Hoechst-high % | MT stabilize HCS | Dynein cargo inh nuclear GR-EGFP | Dynein cargo inh cell count | WT yeast gro inh | HIV fusion peptide | Yfh1-depleted yeast | bCat nuc transl cell count 5 µM | MT stabilize HCS cytotoxicity %
16. CCn1nc(C(=O)OCC(=O)NCC(C)C)c2ccccc2c1=O
 : 1492 | + | -0.33 | -0.165 | 0.2* | 1.02 | -1.7 | 1.4% | -1.1 | 2.7 | 2.8 | 0.531 | -1.79 | -4.3 | 1.4% | i | 1134 | 0.8
17. COCCN(C(=O)c1ccco1)c1nnc(-c2ccc(OC)cc2)s1
 : 1592 | i | -0.03 | 0.0138 | -2.8 | -0.27 | -1.8 | 3.2% | -8.8 | 2.5 | 2.0 | -0.717 | -0.157 | -4.3 | 2.4% | i | 1336 | 6.6
18. Cc1ccnc(NS(=O)(=O)c2ccc(NC(=O)C3CCCCC3C(=O)O)cc2)n1 (stereo not drawn)
 : 1463 | i | 0.08 | -0.133 | 48.7 | -0.434 | -4.3 | 2.2% | 23.6 | 2.0 | 2.1 | -0.0467 | 0.293 | 9.0 | -2.1% | i | 1071 | 8.1
19. c1ccc(CC2CCN(C(c3cccs3)c3nnnn3C3CCCC3)CC2)cc1 (stereo not drawn)
 : 1201 | i | -2.75 | -0.196 | -3.3 | -0.871 | x | -1.6% | 9.3 | 1.7 | 1.9 | -0.19 | -0.295 | 31.4 | 0.4% | i | x | 24.0
20. CC(NC(=O)c1cc(-c2ccc3c(c2)OCO3)nc2ccccc12)C(C)(C)C (stereo not drawn)
 : x | i | x | -0.0607 | 1.7 | -0.672 | -18.3 | 7.5% | 12.6 | 0.8 | 2.5 | -0.383 | 0.499 | 38.1 | -0.7% | i | 1229 | 2.5
21. CCCN(CCC)CCNC(=O)C1c2ccccc2C(=O)N(CCOC)C1c1ccc(F)cc1 (stereo not drawn)
 : 798 | i | 0.73 | -0.372 | -4.9 | -0.297 | -2.6 | -8.7% | -10.8 | 1.0 | 1.3 | -0.193 | 1.02 | -3.8 | -2.4% | i | 1112 | 8.0
22. CC1=NN(c2nc(-c3ccc(C)cc3)cs2)C(=O)C1N=Nc1cccc(C)c1 (stereo not drawn)
 : 1380 | i | -0.22 | -0.296 | 2.8 | -0.141 | 0.0 | -5.2% | 0.1 | 2.9 | 1.2 | -0.00556 | 0.656 | 2.2 | 6.9% | i | 1099 | 9.4
23. Cn1c(COc2cccc3ccccc23)nnc1SCC(=O)OC1CCCCC1
 : 1037 | x | -0.11 | -0.0923 | x | -0.842 | -0.5 | 1.4% | x | x | x | 0.297 | -0.0685 | x | 0.6% | i | 1341 | x
24. NC(=O)c1ccc(NC(=O)CCCc2nc(-c3ccccc3Cl)no2)cc1
 : 1329 | i | 0.72 | -0.219 | 10.3 | -0.864 | 0.9 | -1.6% | 11.9 | 4.2 | 4.8 | -0.0492 | -0.319 | -0.5 | 5.8% | i | 743 | 5.6
25. Cc1csc(NC(=O)c2nn(C)c(C)c2[N+](=O)[O-])n1
 : 1303 | i | 0.43 | -0.189 | 5.7 | 0.495 | -0.7 | 0.0% | -2.5 | 1.7 | 2.9 | 0.0291 | -0.393 | 18.9 | 3.3% | i | 557 | 3.0
26. O=C(Nc1ccc(Cl)cn1)C1CC1
 : 1253 | i | -0.01 | -0.353 | 25.5 | 1.46 | 1.9 | 0.7% | 3.9 | 0.9 | 1.5 | 0.781 | 0.325 | 3.0 | -1.2% | i | 1038 | 3.3
27. Cc1cc(Cc2cc(C)c(N)cc2C)c(C)cc1N
 : x | i | x | -0.176 | 14.2 | 0.256 | -0.2 | 5.9% | -13.6 | 1.9 | 3.1 | 0.0181 | 0.267 | 5.5 | -1.6% | i | 1589 | 4.5
28. CCN1CCCC1CNC(=O)c1ccc2c(=O)n(CCOC)c(=O)[nH]c2c1 (stereo not drawn)
 : 1416 | i | 0.47 | -0.184 | -2.0 | -0.323 | 0.8 | 9.8% | -6.6 | 3.8 | 3.8 | 0.0702 | 0.533 | -4.9 | 17.5% | i | 1412 | 11.8
29. CN(CCO)c1ncnc2nc[nH]c12
 : 1241 | x | -0.03 | -0.125 | x | -0.704 | -0.9 | 8.3% | -2.2 | 2.2 | 4.4 | -0.0947 | -0.537 | 5.8 | 3.2% | i | 1211 | 4.4
30. CN(c1ccccc1)S(=O)(=O)c1ccc(NC(=O)c2ccco2)cc1
 : 1543 | i | 0.51 | -0.357 | 7.7 | 0.624 | -1.5 | -10.4% | -26.1 | 1.5 | 1.5 | 0.142 | -0.247 | 3.9 | -1.7% | i | 912 | 3.7
